# STAT3 act – increases IL-6 driven STAT3 reporter signal. U3A cells, IL-6 STAT3-luciferase reporter, luminescence; 100% = signal with IL-6 EC80 alone. activation (% of control), % at 5.6 µM. actives 0.91% (n = 190,000). AID 871;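 active = activation above the screen-wide mean of compound activation plus 3 SD, cut at about 130% in these data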;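 note: 0% = background luminescence of wells with medium and substrate only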
#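 Detection: reporter luminescence signal / Assay system: STAT1-lacking human U3A cells, STAT3 luciferase reporter / Incubation: compound pre-incubation 1 h before IL-6, then 6 h stimulation at 37 °C / Control set: IL-6-only high control / Read-out: % activation relative to IL-6 control / Probe or stimulus: Interleukin-6, 33 ng/mL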
# APP 5'UTR act – activates APP 5'UTR luciferase reporter; SH-SY5Y APP 5'UTR luciferase reporter, luminescence; zero percent = DMSO vehicle wells; activation, % at 2 µM; actives 1% (n = 190,000);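 active = activation above a set limit, based on mean plus 3 SD of controls, cut at about 140% in these data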; note: values of inactives mirror those of a sister screen read the other way
# FLuc inh counter – counter-screen for luciferase assay inhibitors: firefly luciferase inhibition; P08659; inhibition, % at 10 µM; ATPLite firefly luciferase biochemical luminescence, 10 min; AID 1006; actives 1.5% (n = 200,000);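 active = inhibition above about 50% when tested at 10 µM, limit read from the data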
# Target sequence (P08659 whole entry, looked up): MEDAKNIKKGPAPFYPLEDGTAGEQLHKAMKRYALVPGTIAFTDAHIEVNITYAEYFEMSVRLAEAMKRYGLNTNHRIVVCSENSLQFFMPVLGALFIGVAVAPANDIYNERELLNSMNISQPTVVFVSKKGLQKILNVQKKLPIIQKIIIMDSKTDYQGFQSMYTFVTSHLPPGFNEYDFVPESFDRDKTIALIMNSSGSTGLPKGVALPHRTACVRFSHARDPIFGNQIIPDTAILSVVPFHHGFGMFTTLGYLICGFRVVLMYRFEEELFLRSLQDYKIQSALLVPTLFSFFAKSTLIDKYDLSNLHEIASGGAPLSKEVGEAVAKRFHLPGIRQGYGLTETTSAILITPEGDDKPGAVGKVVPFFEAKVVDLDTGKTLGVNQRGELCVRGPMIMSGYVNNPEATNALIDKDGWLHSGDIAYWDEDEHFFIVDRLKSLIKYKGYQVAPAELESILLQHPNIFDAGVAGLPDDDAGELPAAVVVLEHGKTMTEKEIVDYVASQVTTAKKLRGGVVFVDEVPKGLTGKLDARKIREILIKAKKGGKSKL
# NF-kB expr up – raises NF-kB expression in human neuronal cells | NF-kB reporter expression; stronger effect = higher value | fold change at 12.5 µM | actives 1.6% (n = 190,000) | AID 1239; in the data active = fold change above about 3.3
# Hsp70 act – switches on Hsp70 transcription; activation, % at 10 µM; HeLa Hsp70 promoter luciferase reporter, luminescence; scaled: vehicle 0, proteasome-inhibitor control 100%; actives 0.04% (n = 200,000);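 active = activation above the mean across all tested compounds plus 3 SD, cutoff set per campaign, cut at about 5.5% in these data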;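 note: 100% = MG132 at 30 µM as the positive control and 0% = DMSO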
# STAT3 blocker – reduces IL-6 driven STAT3 reporter signal; U3A cells, IL-6 STAT3-luciferase reporter, luminescence; host cell line lacks STAT1; inhibition, % at 5.5 µM; actives 0.89% (n = 190,000); AID 862;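 active = inhibition above the mean inhibition across all screened compounds plus 3 SD, cut at about 44% in these data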;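 note: 0% = DMSO only wells and 100% = 100 µM nifuroxazide control wells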
# STAT1 inh – reduces IFN-gamma driven STAT1 reporter signal. NIH 3T3 STAT1-luciferase reporter, luminescence. inhibition, % at 5.5 µM. actives 0.35% (n = 200,000). AID 920;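 active = inhibition above a set limit, the mean inhibition across all tested compounds plus 3 SD, cut at about 34% in these data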;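 note: 0% = IFN-gamma with DMSO and 100% = IFN-gamma with 300 µM nifuroxazide; values of inactives mirror those of a sister screen read the other way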
# STAT1 activator – activators of IFN-gamma induced STAT1 signaling; NIH 3T3 STAT1-luciferase reporter, luminescence; 100% = IFN-gamma alone, no compound; activation (% of control), % at 5.5 µM; actives 2.6% (n = 200,000); AID 932;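 active = activation above the screen-wide mean activation plus 3 SD, cut at about 130% in these data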;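 note: raw ratio to IFN-gamma control signal so 100% means no change and 0% no light; values of inactives mirror those of a sister screen read the other way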
# APP 5UTR inh – APP translation inhibition; SH-SY5Y APP 5'UTR-luciferase reporter, luminescence; inhibition, % at 2 µM; actives 0.82% (n = 190,000); AID 1285;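 active = inhibition above a set limit, derived from the sample mean plus 3 SD, cut at about 45% in these data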; note: values of inactives mirror those of a sister screen read the other way
# RAM inhibit – blocks the yeast RAM network; S. cerevisiae dse1pr::URA3 reporter, 5-FOA growth OD615, 2 d; analog-sensitive cbk1-as2 kinase mutant strain; inhibition, % at 50 µM; actives 1.8% (n = 190,000); AID 868;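 active = inhibition above a set limit, 3 SD over mean compound inhibition, cut at about 8.4% in these data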;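 note: 0% = DMSO-only wells with no growth and 100% = 10 µM 1-NA-PP1 full growth; inhibition rescues growth on 5-FOA so higher OD means more RAM inhibition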
# Active calls of the source: *; · = no result given.
SMILES,STAT3 act,APP 5'UTR act,FLuc inh counter,NF-kB expr up,Hsp70 act,STAT3 blocker,STAT1 inh,STAT1 activator,APP 5UTR inh,RAM inhibit
Cc1ccc(C)c(C(=O)COC(=O)c2cccc(N3C(=O)c4c(C)nc5ccccc5c4C3=O)c2)c1,60,141*,60*,0.42,0.0,50*,-11,110,-141,2.6
O=C(NC1CC2CCCC(C1)N2C(=O)NC1CCCCC1)c1ccc(F)cc1 (stereo unspecified),92,-9,-4,1.2,-0.2,11,9,92,9,0.8
NS(=O)(=O)c1ccc2nc(NC(=O)C3CCCO3)sc2c1 (stereo unspecified),105,16,-2,1.4,-0.5,-3,-3,103,-16,2.6
COC(=O)CSc1nc2ccc(NC(C)=O)cc2s1,99,10,0,1.1,-0.3,6,-2,102,-10,2.2
O=C(c1ncc[nH]1)c1ccccc1C(=O)N1CCOCC1,97,-8,-1,1.1,-0.2,8,1,99,8,2.4
CC1(C)Cc2ccccc2-c2n[nH]c(=S)n21,88,-4,2,1,0.0,17,0,100,4,0.0
O=C(CSc1nc(-c2cccs2)cc(C(F)(F)F)n1)Nc1cc(OCC(F)(F)F)cc([N+](=O)[O-])c1,107,4,-6,0.76,-0.3,-3,4,96,-4,3.1
Cc1oc(-c2ccc(Cl)cc2)nc1CN1CCCC(C(=O)NCc2cccnc2)C1 (stereo unspecified),65,8,-1,0.61,-0.3,43,5,96,-8,0.0
Cc1ccc(-c2nnc(SC(C)C#N)n2N)cc1 (stereo unspecified),98,-8,-4,1.2,-0.6,8,-5,105,8,0.7
CC(NC(=O)C(Cc1ccccc1)NC(=O)c1ccccc1)C(=O)O (stereo unspecified),98,1,-8,1,0.1,6,3,97,-1,0.2
O=C1CCC/C(=N\NC(=O)c2ccc(COc3cccc4cccnc34)cc2)C1,102,27,-8,0.76,-0.1,-2,-4,103,-27,0.8
CCc1[nH]nc2c1C(c1cccc(OC(=O)N3CCOCC3)c1)C(C#N)=C(N)O2 (stereo unspecified),100,2,-6,1.1,-0.1,1,2,95,-2,2.1
CCOC(=O)c1c(C)[nH]c(C(=O)CSc2nnc(C3CC3)n2N)c1C,97,14,-1,0.83,-0.1,7,5,95,-14,0.9
CN(C)S(=O)(=O)c1ccc(NC(=O)c2ccccn2)cc1,98,84,35,2.8,0.1,7,-19,118,-84,0.6
CCN(C(=O)COC(=O)c1cccc(-n2cnnn2)c1)C1CCCCC1,94,5,-1,1.1,0.0,9,-10,107,-5,-0.5

# APP 5'UTR act: entries above that show a hit
compound	STAT3 act	APP 5'UTR act	NF-kB expr up	Hsp70 act	STAT1 inh	STAT1 activator	APP 5UTR inh	RAM inhibit
Cc1ccc(C)c(C(=O)COC(=O)c2cccc(N3C(=O)c4c(C)nc5ccccc5c4C3=O)c2)c1	60	141*	0.42	0.0	-11	110	-141	2.6

# Other records follow:
SMILES,STAT3 act,APP 5'UTR act,FLuc inh counter,NF-kB expr up,Hsp70 act,STAT3 blocker,STAT1 inh,STAT1 activator,APP 5UTR inh,RAM inhibit
CCCS(=O)(=O)c1c(S(=O)(=O)CCC)c2c(N)cccn2c1C(=O)c1ccccc1,96,13,-6,0.62,-0.3,5,12,89,-13,8.3
O=C(CNC(=O)c1ccco1)NCC(=O)OC(C(=O)c1ccccc1)c1ccc(Cl)cc1 (stereo unspecified),103,7,-4,1.1,0.9,-1,-7,107,-7,3.4
CC1CC(=O)Nc2ccc([N+](=O)[O-])cc2N1C (stereo unspecified),106,9,-7,1.1,0.0,-3,1,99,-9,1.1
O=C(COc1ccc2c(c1)OCO2)NC12CC3CC(CC(C3)C1)C2,116,24,-4,1.8,-0.2,-15,-14,113,-24,-0.4
CN(C)/N=C1\CCS(=O)(=O)c2sccc21,100,5,-3,1.4,0.0,7,2,96,-5,1.4
CC(c1ccc(Br)cc1)N1CC23C=CC(O2)C(C(=O)O)C3C1=O (stereo unspecified),104,-2,-4,0.99,-0.1,0,4,97,2,2.0
CCCS(=O)(=O)Nc1c(OC)ccc2c1c(C(=O)OCC)c(C)n2C,83,-10,0,0.98,-0.4,19,5,95,10,2.5
CCc1ccc(OCC(=O)NC(=S)Nc2cccc(CO)c2)c(Br)c1,94,81,19,1.1,-0.1,8,-11,110,-81,2.6
Cc1ccc(-n2nc(C)cc2NC(=O)c2ccc(C)s2)cc1,136*,-13,-4,1,0.0,-37,0,100,13,4.4
COC(=O)/C=c1/s/c(=C(\C#N)C(=O)NCc2ccco2)n(-c2ccc(C)cc2)c1=O,103,5,-8,1.2,-0.1,1,-2,101,-5,8.5*
O=C1C2CCCN2C(c2ccccc2)N1c1nccs1 (stereo unspecified),98,18,0,1.4,-0.4,10,7,94,-18,0.3
Cc1cccc(Cc2nnc(CCC(=O)N(CC3CC3)CC3CCCO3)o2)c1 (stereo unspecified),116,50,-3,2.4,-0.1,-12,-39,136*,-50,1.8
CCOC(=O)CSc1nnc(-c2cccc(Br)c2)o1,98,-8,1,1.3,-0.3,6,-13,112,8,-0.7
C=C(C)c1cccc(C(C)(C)NC(=O)NCC2CCCO2)c1 (stereo unspecified),98,-3,-7,0.77,-0.1,8,3,97,3,-0.2
CCc1nnc(NC(=O)CSc2nccn2-c2cc(C)cc(C)c2)s1,91,4,-6,1,-0.4,16,7,94,-4,1.3
COc1ccc(CCNc2oc(COc3ccccc3)nc2C#N)cc1,105,3,-7,1.1,-0.2,-1,9,92,-3,5.0
Cc1ccc2[nH]c3c(c2c1)SC(C)(C)CC3=O,109,-9,-5,0.97,-0.3,-7,0,100,9,4.3
Cc1ncn(C23CC4CC(CC(C4)C2)C3)n1,102,2,-3,1.4,-0.4,1,-11,110,-2,-0.3
O=C(Nc1ccc(NC(=O)c2cccs2)cc1Cl)c1ccco1,94,72,3,2.3,0.0,18,-35,131*,-72,3.1
COc1cc(NC(=O)c2ccccc2Cl)c(OC)cc1NC(=O)CN1CCOCC1,80,-3,-5,0.65,-0.3,32,7,93,3,-0.6
CCOC(=O)CC1C(=O)NCCN1S(=O)(=O)c1ccc(Br)cc1 (stereo unspecified),102,-3,-6,0.95,0.1,5,-2,101,3,0.8
CCCCn1c(C(C)O)nc2ccccc21 (stereo unspecified),95,11,5,1.1,0.1,9,0,100,-11,0.9
CCN1CCN(CCNC(=O)c2ccc(/C=C3/Sc4ccccc4N(Cc4cccc(C)c4)C3=O)cc2)CC1,104,-5,-1,0.36,0.6,0,-2,101,5,-2.0
CCCn1nc(C(=O)Oc2ccc3c(C)cc(=O)oc3c2)c2ccccc2c1=O,90,12,-2,0.9,-0.4,15,8,93,-12,2.1
CCOC(=O)C1(C(F)(F)F)N=C(C(F)(F)F)Nc2cc(C)c(C)cc21 (stereo unspecified),94,-2,-4,1.3,-0.2,10,9,91,2,1.7
OC(CC1CC12c1ccccc1-c1ncccc12)(c1ccccc1)c1ccccc1 (stereo unspecified),99,5,-2,0.87,-0.1,3,6,94,-5,-0.5
Cc1csc(=Nc2ccccc2)n1CCCN1CCCC1=O,97,19,-1,1,-0.1,12,6,95,-19,0.5
COc1ccc(CN2CCC(=O)NC2=O)cc1,100,11,-4,0.99,-0.1,3,11,90,-12,-0.1
Cn1c2c(c(=O)n(C)c1=O)C(c1cc3c(cc1Br)OCO3)CC(=O)N2 (stereo unspecified),93,-8,-3,0.98,-0.5,9,11,91,8,0.2
Cc1ccc2nc(SCC(=O)N(CC(C)C)c3c(N)n(CC(C)C)c(=O)[nH]c3=O)[nH]c2c1,99,22,-3,0.99,0.2,5,-2,102,-22,0.3
CCN(C=NC1=NN(c2cccc(C(F)(F)F)c2)CC1)CC,93,-14,0,1.2,-0.5,7,0,102,14,-0.3
CCCNc1cc(C)c(C#N)c2nc3ccccc3n12,79,-13,1,1.2,0.0,28,0,100,13,-0.7
COc1ccc(OC)c(-n2nnnc2SCC(=O)Nc2ccc(C(=O)N3CCCCC3)cc2)c1,79,12,-1,0.7,-0.4,28,10,91,-12,1.5
O=c1cc(NC2CCCCC2)c2ccccc2o1,98,-7,-6,0.96,0.8,6,-4,104,7,1.5
CCCCCC(=O)NC(=S)NNC(=O)CC,102,-5,-4,1.2,-0.3,-3,-6,106,5,-1.8
CCOC(=O)C1CCN(S(=O)(=O)c2ccc(NC(=O)OC)cc2)CC1,91,21,-9,1.2,-0.3,15,11,88,-21,1.2
Cc1ccc2c(c1)NC(=O)c1cccc([N+](=O)[O-])c1CO2,103,5,-9,0.9,-0.2,-1,6,95,-5,1.2
CCCC(=O)NC(c1ccc(N(C)C)cc1)c1c(O)ccc2ccccc12 (stereo unspecified),111,-3,-6,1,-0.1,-8,2,99,3,0.9
CCOC(=O)C1C(=O)Nc2nc(C)nn2C1c1ccccc1 (stereo unspecified),101,-9,-4,1,0.1,5,-1,101,9,0.4
Cc1cccc(C2N(c3ccc(F)cc3)C(=O)C3CCCN32)c1 (stereo unspecified),101,-2,·,·,-0.3,3,1,99,2,·
CCOC(=O)C1=C(CNCCc2ccc(Cl)cc2)NC(=O)NC1c1cccc([N+](=O)[O-])c1 (stereo unspecified),103,0,-3,0.88,0.3,4,10,89,0,1.6
COC(=O)CNC(=O)COC(=O)/C=C/c1ccc2ccccc2n1,96,5,0,1.3,-0.2,6,8,91,-6,0.4
CCCCCc1nnc(N)s1,101,·,-4,1.2,-0.1,-1,2,96,·,1.9
CCCCC(c1nnnn1CC1CCCO1)N1CCN(c2cccc(C)c2C)CC1 (stereo unspecified),111,7,-2,0.89,0.5,-7,0,100,-7,5.1
CCOCCCNCc1cc(Br)ccc1OCC,99,2,1,·,-0.3,8,2,98,-2,1.9

# Reprinted from the part before: 2 entries, then new ones.
SMILES,STAT3 act,APP 5'UTR act,FLuc inh counter,NF-kB expr up,Hsp70 act,STAT3 blocker,STAT1 inh,STAT1 activator,APP 5UTR inh,RAM inhibit
CCCCC(c1nnnn1CC1CCCO1)N1CCN(c2cccc(C)c2C)CC1 (stereo unspecified),111,7,-2,0.89,0.5,-7,0,100,-7,5.1
CCOCCCNCc1cc(Br)ccc1OCC,99,2,1,·,-0.3,8,2,98,-2,1.9
Cc1ccc(OCC(=O)Nc2ccc(N3CCN(C(=O)c4ccco4)CC3)cc2)cc1,99,14,-9,1.4,-0.3,2,7,94,-14,3.1
COc1ccc(CC(=O)NC(c2ccccc2)c2ccccc2)cc1S(=O)(=O)N1CCOCC1,103,-2,-5,0.88,-0.2,-4,-1,101,2,1.4
COC(=O)c1cnc(SCc2ccc(Cl)cc2)n1C,97,227*,-1,1.8,-0.1,6,-19,117,-227,-1.0
CC(C)NC(=O)C1COc2ccccc2O1 (stereo unspecified),98,14,-4,1,-0.2,7,-1,99,-14,0.0
CN1CCN(Cc2nc3ccccc3c(=O)n2Cc2nc(-c3ccccc3F)cs2)CC1,98,-7,-6,0.7,-0.5,-2,50*,55,7,1.3
C=CCNC(=S)NNC(=O)COc1c(Cl)cc(Cl)cc1Cl,86,2,-2,1.2,0.1,19,-2,102,-2,2.2
Cc1nn(CC(=O)N(C)C)c(=O)c2ccccc12,108,0,-8,0.92,-0.2,-5,3,97,0,2.4
O=C(c1cccc([N+](=O)[O-])c1)N1CCN(C(=O)c2ccco2)CC1,106,6,-5,1.1,0.0,-3,1,98,-6,1.1
CN(Cc1ccon1)Cc1cn[nH]c1-c1ccc(-c2ccccc2)cc1,100,-7,-8,1.1,0.2,2,-13,110,7,2.9
